thrombin 1536: thrombin (human) inhibition; P00734; alpha-thrombin, Boc-VPR-AMC fluorogenic substrate cleavage; inhibition, % at 5 µM; 0.26% of 220,000 active;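 active means inhibition at or above 40%; inactive means inhibition below 40%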;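 further: 0% = enzyme with no compound and 100% = wells without enzyme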
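System – human alpha-thrombin · Medium – pH 7.5 Tris (50 mM) with NaCl 150 mM, Tween 20 0.05% · Compound – single-point dosing at 5 µM, 0.2% DMSO · Incubation – enzyme reaction carried out at room temperature · Technique – fluorescence of released AMC, ex 355 nm, em 460 nm · Read-out basis – % inhibition of thrombin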
FXIa inh 1536: factor XIa (human) inhibition | P03951 | purified FXIa, Boc-Glu-Ala-Arg-AMC fluorogenic substrate | inhibition, % at 5 µM | 0.14% of 220,000 active;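 active means inhibition of at least 40%; inactive means inhibition below 40%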;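 further: fluorescence of freed AMC excited at 355 nm; 0% = enzyme without compound and 100% = no enzyme blank; many of its hits are not listed in these tables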
Furin inh: blocks human furin protease activity. 0.061% of 220,000 active. purified furin, fluorogenic substrate cleavage. P09958. inhibition, % at 30 µM. AID 463115; in the data active means inhibition above about 25%; further: inactives centre near -15
Target sequence (P09958 108-714 limits assumed): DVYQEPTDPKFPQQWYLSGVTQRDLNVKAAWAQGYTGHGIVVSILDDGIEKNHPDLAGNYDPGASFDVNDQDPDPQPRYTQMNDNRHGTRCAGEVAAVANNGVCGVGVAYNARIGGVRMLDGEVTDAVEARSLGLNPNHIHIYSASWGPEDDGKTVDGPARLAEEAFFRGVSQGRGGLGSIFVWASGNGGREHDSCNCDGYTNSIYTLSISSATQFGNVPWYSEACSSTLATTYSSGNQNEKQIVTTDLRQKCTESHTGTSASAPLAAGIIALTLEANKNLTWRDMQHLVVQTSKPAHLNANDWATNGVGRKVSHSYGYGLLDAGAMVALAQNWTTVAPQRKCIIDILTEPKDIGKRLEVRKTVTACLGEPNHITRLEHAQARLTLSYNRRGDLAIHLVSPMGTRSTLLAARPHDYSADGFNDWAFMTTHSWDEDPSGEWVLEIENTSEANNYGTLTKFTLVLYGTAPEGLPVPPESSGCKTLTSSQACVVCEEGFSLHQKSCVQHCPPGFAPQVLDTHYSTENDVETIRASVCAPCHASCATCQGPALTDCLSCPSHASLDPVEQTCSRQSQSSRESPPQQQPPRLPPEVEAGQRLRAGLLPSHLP
Wee1 degr inh: blocks degradation of human Wee1 kinase; HeLa Luc-Wee1K328M stability, luciferase luminescence; 100% = proteasome inhibitor MG132 effect; reporter increase, % at 5 µM; 1.2% of 220,000 active;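 active means activation above the mean of all tested compounds plus 3 SD, set per screening run, cut at about 8.8% in these data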;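 further: cells exposed to compound for 20 h before luminescence read; 0% = DMSO alone and 100% = MG132 at 30 µM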
KCC2 mod: modulators of human KCC2 chloride dependent transport; Q9H2X9; KCC2 cells, thallium flux FluoZin-2 fluorescence; B-score of Tl+ flux slope (higher = more flux/activation; lower = inhibition) at 10 µM; 2.2% of 190,000 active; AID 1456;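 active means thallium flux slope and its plate-corrected score both differing from the plate sample mean at a set confidence after two filtering rounds, in either direction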;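 further: slope of fluorescence scaled to starting intensity during 10 to 20 s after thallium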
p97 ATPase inh: blocks human p97 ATPase activity. P55072. recombinant p97 ATPase, Kinase-Glo ATP luminescence, 3 h. inhibition, % at 8 µM. 0.42% of 220,000 active. AID 1481; in the data active means inhibition above about 15%;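 further: 0% = DMSO vehicle and 100% = wells lacking enzyme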
hK5 inh: inhibitors of human kallikrein 5. recombinant hK5, fluorogenic AMC substrate cleavage. inhibition, % at 5 µM. 0.59% of 210,000 active. AID 873;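 active means inhibition of 40% or more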;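 further: 0% = enzyme controls without compound and 100% = no-enzyme blanks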
Target sequence (Q9Y337 67-293 limits assumed): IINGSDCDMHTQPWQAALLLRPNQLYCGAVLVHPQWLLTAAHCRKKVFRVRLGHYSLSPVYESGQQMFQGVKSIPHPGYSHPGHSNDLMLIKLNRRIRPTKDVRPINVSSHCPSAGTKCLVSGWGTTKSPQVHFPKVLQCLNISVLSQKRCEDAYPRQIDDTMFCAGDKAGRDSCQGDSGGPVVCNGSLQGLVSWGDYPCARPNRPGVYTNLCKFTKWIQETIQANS
PERK inh: inhibitors of human PERK kinase | AID 1416 | 0.17% of 220,000 active | inhibition, % at 5.6 µM | CHO PERK-DD fusion, SEAP luminescence translation reporter;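 active means inhibition above the mean inhibition of all tested compounds plus 3 SD, set separately per screening campaign, cut at about 2.9% in these data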;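 further: PERK kinase domain activated by AP20187 dimerizer at 100 nM; 0% = DMSO with dimerizer and 100% = rapamycin at 8.4 µM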
FXIIa inh: blocks human coagulation factor XIIa protease activity; inhibition, % at 5 µM; 0.3% of 220,000 active; purified FXIIa, Boc-QGR-AMC fluorogenic substrate, 2 h; P00748; AID 800; in the data active means inhibition above about 40%;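 further: 0% = enzyme with no compound and 100% = blank without enzyme; many of its hits are not listed in these tables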
Active calls of the source: *; x = no result given; & = joins results of further samples; [ ] = dose if it differs, or a comment.

Compound	hK5 inh	FXIa inh 1536	KCC2 mod	Furin inh	PERK inh	thrombin 1536	Wee1 degr inh	FXIIa inh	p97 ATPase inh
CCc1nnc(NC(=O)CSc2nnc(-c3ccccc3O)n2-c2ccc(C)cc2)s1	-9	0	0.05	-17	0.0	-3	0	8	1
O=C(CCS(=O)(=O)c1ccc(Br)cc1)Nc1ccccn1	-10	6	0.034	-10	0.6	-6	-1	13	-8
O=C(Nc1cccnc1)Nc1cc(Cl)cc(Cl)c1	x	0	-0.11	-24	1.5	-3	-1	6	5
COc1ccc(NC(=O)c2ccc(COc3ccccc3OC)o2)cc1OC	5	8	-1.7	-12[20 µM]	-0.5	6	1	12	2
Cc1ccc(C(=O)Nc2cccc(C(=O)NCc3ccccc3)c2)o1	4	-6	0.22	-17	-0.6	-5	-2	4	1
Cc1nn(Cc2ccc(Cl)cc2)c(C)c1NC(=O)Cn1nc([N+](=O)[O-])c(Cl)c1C	-6	1	0.14	-11[20 µM]	-0.4	0	-2	13	-4
COc1ccc(NS(=O)(=O)c2cccc(C(=O)NNC(=O)c3cc(C)oc3C)c2)cc1	-7	7	0.19	-17	0.8	-6	0	13	6
Cc1ccc(Cn2cnc3c(nnn3Cc3ccc(Cl)cc3)c2=O)cc1	3	0	x	-17	0.4	2	-2	-3	1
Cc1sc2ncnc(NC3CCN(Cc4ccccc4)CC3)c2c1C	-5	-3	-1.2	-10	0.5	-4	0	-1	-2
O=C(COC(=O)c1ccccc1NC(=O)c1ccco1)NC1CC1	7	9	-0.78	-3	-0.4	-2	1	14	0
CCS(=O)(=O)c1ccc(C(=O)Nc2ccccc2)c(Cl)c1Cl	-13	0	0.041	4[20 µM]	-1.3	2	-2	6	-4
CN1C(c2ccc(F)cc2)=CS/C1=C(/C#N)c1nnc(N2CCOCC2)n1-c1ccccc1	-10	8	-2.1	12	0.4	-1	-1	5	6
COc1ccc(NC(=O)CSc2ncnc3c2cnn3Cc2ccccc2)cc1	2	-8	0.012	-8[20 µM]	-0.1	5	1	-6	-7
CCN1C(=O)c2cccc3c(NC(=O)c4cccc(N5C(=O)CCC5=O)c4)ccc1c23	-7	1	-0.56	-5	0.3	2	1	17	-3
COC(=O)c1cc2sccc2n1CC(=O)N1CCCc2ccccc21	2	0	x	-10	-0.7	0	-1	-1	-4
Cn1c(N)c(C(=O)CN2CCc3ccccc3C2)c(=O)n(C)c1=O	-3	-1	0.87	-33	0.3	-3	-2	13	3
Cc1cc(NCCCN2CCOCC2)n2nc(C)c(-c3ccc(F)cc3)c2n1	-4	-2	0.45	-8	-0.6	-2	-2	7	3
COc1ccc(C(=O)OC2CCN(C)CC2)cc1	-4	5	-0.12	-10[20 µM]	0.1	2	1	9	-2
CN1CCN(C(=O)CSc2nc(-c3cccs3)cc(-c3cccs3)c2C#N)CC1	-35	-5	0.83	-19	-0.3	3	1	-8	8
CC(=O)c1cc(C)ccc1OC(=O)c1ccco1	-7	3	0.12	-28	0.7	-1	-2	10	5
CC1=C(C(=O)Nc2ccccc2)C(c2ccc(C)o2)N2C(=O)CSC2=N1 (stereo not drawn)	-3	-5	x	-15	0.4	-2	-2	1	5
O=C(Nc1ccc(N2CCN(C(=O)c3ccc(Cl)cc3)CC2)cc1)c1ccc(Br)o1	3	1	x	-11[20 µM]	-0.2	-2	1	14	1
O=C1/C(=C\c2ccccn2)SC(=S)N1c1ccc(S(=O)(=O)Nc2nccs2)cc1	-3	-4	-0.016	-15	-0.7	-6	1	-7	5
CCOC(=O)c1c(=O)n(O)c2ccc(C)cc2[n+]1[O-]	-13	-3	0.54	-16	0.8	-6	-1	13	-4
CCOC(=O)N1CCC(NC(=O)c2cc(C)c3c(C)nn(-c4ccccc4)c3n2)CC1	-2	1	0.37	-3	-0.7	0	4	8	2
CCOC(=O)C1=C(C)NC(=O)C1CC(=O)O (stereo not drawn)	-9	6	-0.15	-29	0.2	-2	3	7	2
COc1ccc(C(=O)/C=C/Nc2cc(C)on2)cc1	-1	0	0.53	1[20 µM]	0.5	0	5	4	-5
CN1CCN(CCCN2c3ccccc3Sc3ccc(C(F)(F)F)cc32)CC1	-16	6	0.29&0.63	-12	-1.4&-0.2	-1	1&0	11	-3&-6
N#CC1=C(N)Oc2cc3ccccc3cc2C1c1cccnc1 (stereo not drawn)	0	-1	0.43	-27[20 µM]	0.7	-12	0	-10	4
Cc1cc(NC(=O)/C(C#N)=C/c2ccco2)n(-c2ccccc2)n1	-1	2	0.37	2	0.6	-2	0	-2	-2
O=C(Nc1cccc([N+](=O)[O-])c1)C(=O)N1CCCCC1	-16	-4	0.73	-11	-0.4	-2	7	-3	-1
Cc1ccc(NC(=O)c2nn(C34CC5CC(CC(C5)C3)C4)cc2[N+](=O)[O-])cc1	4	3	x	-2[20 µM]	-1.1	5	0	11	-7
Clc1cccc(Cl)c1Cn1cc(Br)cn1	-11	2	0.011	-22[20 µM]	-0.5	2	1	12	-2
O=C(CCS(=O)(=O)c1cccc2nsnc12)NC1CCCCCC1	41*	11	1.6	-24[20 µM]	0.5	14	1	8	6
C/C(=N\NC(=O)CNc1ccc(F)cc1)c1cc2ccccc2o1	-7	-4	0.41	-19	0.9	-3	1	6	6
CCOC(=O)c1cnn(-c2ccccc2)c1NC(=O)c1ccccc1C	2	-1	-0.26	-9[20 µM]	-1.8	5	3	-4	1
O=C(CSc1nnnn1C1CCCCC1)N1c2ccccc2Sc2ccccc21	-27	1	0.35	-13[20 µM]	1.0	-17	2	17	1
CCOc1ccc(NS(=O)(=O)c2cc(NC(=O)c3ccc(C)cc3)ccc2Cl)cc1	-1	1	0.26	-25	-1.2	-3	0	10	13
Fc1ccc(-n2nnc(-c3cccnc3)n2)cc1	10	3	0.84	-9	0.9	8	-3	17	4
Cc1ccc2nsnc2c1S(=O)(=O)N1CCN(CCc2ccccc2)CC1	-6	-2	-2.3	10[20 µM]	-1.4	0	2	14	-2
CCCCCOC(=O)c1c(N)n(CCOC)c2nc3ccccc3nc12	-54	-12	x	-42[20 µM]	-0.9	-8	1	-6	-6
Cc1onc(-c2c(F)cccc2Cl)c1C(=O)Nc1cccc(S(=O)(=O)NCc2ccco2)c1	3	-4	-0.46	-18	0.3	-10	-2	6	3
CCCn1c(SCC(=O)NNC(=O)c2ccccc2)nnc1-c1cccnc1	7	1	1.8	-7	1.6	3	-3	8	3
CCOC(=O)Cc1csc(N/N=C/c2ccc(Cl)cc2)n1	3	3	2.8	-11	-0.7	3	-1	9	0
Cc1nn(Cc2cccc(C(N)=O)c2)c(C)c1Br	4	-10	0.15	-13	0.1	-4	-1	3	7
O=C(NC(=S)Nc1ccc(S(=O)(=O)N2CCCCCC2)cc1)c1cccs1	-7	5	0.84	-30	0.4	-5	-5	4	-2
Cc1ccccc1OCCC(=O)Nc1ccc(F)c(Cl)c1	-24	6	-1.6	-5	0.3	2	-1	15	3
CC(C)Cc1cc(C(=O)O)n[nH]1	-17	1	-1	-10	0.4	-3	-2	7	-4
CCOC(=O)CSc1nc(C)c(C(=O)OCC)s1	-16	4	0.0093	-6[20 µM]	1.3	-7	-3	13	-1
CC(Oc1cccc(Cl)c1)C(=O)Nc1cc(=O)n(C)c(=O)n1C (stereo not drawn)	37	8	0.26	0[20 µM]	0.0	27	-1	27	2
CCOC(=O)C1(N(CC)CC)Sc2cc(C)ccc2NC1=O (stereo not drawn)	2	8	-0.68	-15	0.3	3	1	25	-1
COc1ccc(CNC(=O)NC2CCCCC2)cc1	-6	-1	1.6	-23[20 µM]	-0.7	-19	-2	-10	5
CCOc1ccc(N2C(=O)CC(NCCNc3ccc(C(=O)c4cccs4)cc3)C2=O)cc1 (stereo not drawn)	-3	-3	-0.57	-1	-1.5	1	-1	4	-1
CCCCCc1nc2c(c(=O)c3ccccc3n2C)c(=O)n1Cc1ccc(OC)cc1	-2	3	0.081	-12	-0.3	3	-1	8	7
Cc1csc(SC(C)C(=O)Nc2ccc(S(=O)(=O)N3CCCC3)cc2)n1 (stereo not drawn)	2	-24	0.064	-16[20 µM]	-0.9	1	-1	19	-2
O=C(O)CCC(=O)N1CCN(c2ncccc2C(F)(F)F)CC1	-3	2	0.19	-5	0.9	-4	1	6	0

Carrying on:
Compound	hK5 inh	FXIa inh 1536	KCC2 mod	Furin inh	PERK inh	thrombin 1536	Wee1 degr inh	FXIIa inh	p97 ATPase inh
CC(=O)Nc1ccc(-c2ccccc2)s1	9	0	x	-18	0.8	0	-2	14	2
Cc1ccc(NC(=O)c2noc3c2CC(C(C)(C)C)CC3)cc1 (stereo not drawn)	-12	-7	x	-22[20 µM]	-0.3	-4	-1	5	0
COc1ccc(C(=O)CSc2nc(N)nc(SC)c2C#N)cc1	4	-1	0.026	-17[20 µM]	-1.1	0	-2	13	4
O=C(NCc1ccccc1)c1ccc(OCC2CCCO2)cc1 (stereo not drawn)	-13	7	0.011	-17	0.4	-6	1	14	2
O=C(O)CSc1ccccc1C(=O)O	-17	0	0.068	-19[20 µM]	0.7	-3	0	12	0
O=C1NC2(CCCCC2)N=C1c1ccc(F)cc1	3	2	-0.11	-11	1.1	6	1	13	7
O=C(NC(=S)Nc1ccc(CN2CCOCC2)cc1)c1ccc2c(c1)OCCO2	-2	-3	-1.2	-16	-1.8	-4	0	3	0
Cn1c(O)c(/C=C2\C=NN=C2c2ccccc2)sc1=S	0	4	0.06	-7	1.0	-2	9.6*	8	8
Cn1c(SCCCC(=O)c2ccccc2)nnc1-c1ccncc1	2	18	0.53	-15	0.5	5	6	30	5
CCCCNC(=S)Nc1ccc2cn[nH]c2c1	-13	2	-0.23	-23	0.6	8	0	9	1
COc1ccc(Cn2c(O)c(C=Nc3ccccc3C(=O)O)c3ccccc3c2=O)cc1	4	5	-1.1	-8	-0.1	1	5	8	13
O=C(c1cc(N2C(=O)C3C4CCC(C4)C3C2=O)ccc1Cl)N1CCN(c2ccccc2F)CC1 (stereo not drawn)	-25	-1	-0.02	-19	-0.1	-8	-2	7	0
CSc1nc(C)cc(C)c1C#N	-7	-12	0.62	-6[20 µM]	0.6	-2	-2	-6	9
Cc1ccc(NC(=O)COc2ccc(-n3ccnc3)cc2)cc1Cl	-1	-3	-0.79	-8[20 µM]	0.9	-17	0	-12	-1
Cc1nn(C(C)C(=O)O)c(=O)c2c1sc1ccccc12 (stereo not drawn)	-10	3	-0.45	-16	1.7	4	1	11	5
COc1ccc(C(=O)NNC(=O)CSc2nnc(C)n2C)cc1	5	0	-1.1	-21	0.7	-3	-1	10	2
CSc1nc2sc3c(c2c(=O)[nH]1)CCCC3	-4	-2	0.91	-15	-0.4	0	-4	8	-3
NC(=O)CN1N=C(c2cc(Cl)sc2Cl)CSC1=O	-7	9	-0.29	-19[20 µM]	1.3	5	0	8	5
Cc1cc(NC(=O)/C=C/c2cccc(Cl)c2)n(-c2nc3ccccc3[nH]2)n1	-53	8	0.6	-25	1.9	-6	1	3	3
CSc1ccccc1C(=O)Nc1ccc2c(c1)OCO2	0	-3	1.1	-24	0.1	-5	2	7	-1

Compound profiles (already shown):
`NC(=O)CN1N=C(c2cc(Cl)sc2Cl)CSC1=O` is listed as hK5 inh: -7; FXIa inh 1536: 9; KCC2 mod: -0.29; Furin inh: -19[20 µM]; PERK inh: 1.3; thrombin 1536: 5; Wee1 degr inh: 0; FXIIa inh: 8; p97 ATPase inh: 5
`CSc1ccccc1C(=O)Nc1ccc2c(c1)OCO2` is listed as hK5 inh: 0; FXIa inh 1536: -3; KCC2 mod: 1.1; Furin inh: -24; PERK inh: 0.1; thrombin 1536: -5; Wee1 degr inh: 2; FXIIa inh: 7; p97 ATPase inh: -1

Screening data (PubChem BioAssay)

Compounds were not picked by outcome; overall some 4.4% were active at least once.
